# BRCA1 expr up = increases BRCA1 expression | Potency, µM (highest dose often 46.1 µM), for inactives: at the top dose activation, usual class: activators | MCF7-BRCA1-FFLuc reporter, luminescence, 48 h; response scale: scaled: vehicle 0%, 10 µM genistein 100% | 380,000 compounds, 1.1% hits; also: potency is read from the fitted curve at half-maximal effect; nearly all actives have a fitted effect of over 80% in size; some results filed as inactive show a strong effect at the top dose
#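 Reporter cells (MCF7, BRCA1 promoter-firefly luciferase) received library compounds across a concentration series for 48 h. End-point luminescence was measured and concentration-effect curves derived after normalization.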
# NPC1 prom act = activates the NPC1 promoter. Huh7 NPC1 promoter luciferase reporter, 24 h. Potency, µM (titrated, usually from 9.22 µM), inactives show top-dose activation, actives largely listed as activators. 320,000 compounds, 2.4% hits. AID 485313;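 also: potency is read from the fitted curve at half-maximal effect; % of control where 0% means no effect; nearly all actives have a fitted effect of over 60% in size; reporter is driven by a mutant NPC1 promoter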
#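 Huh7 cells stably carrying NPC1 promoter–luciferase, plated in Opti-MEM with 10% FBS for 2 h, were exposed to compound in DMSO for 24 h at 37 °C; luciferase reagent was added for 10 min and luminescence read.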
# VP16 counter = Gal4-VP16 reporter inhibition counter-screen; Drosophila S2 Gal4-VP16 UAS-luciferase, luminescence, 20 h; Potency, µM (top dose mostly 53.6 µM), inactives show top-dose activity, negative = inhibition, hits mostly inhibitors; 310,000 compounds, 3.5% hits;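 also: Gal4-VP16 expression switched on by copper sulfate through the metallothionein promoter; potency is read from the fitted curve at half-maximal effect; % is scaled to controls: 0 for no effect and ±100 for the full control effect; nearly all actives have a fitted effect of over 50% in size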
# FLuc counter = firefly luciferase modulation, counter-screen for miR-21 project; purified FLuc, Km substrates, luminescence inhibition; AID 588342; 360,000 compounds, 6.9% hits; Potency, µM (top dose mostly 57.5 µM), for inactives: at the top dose activity change, negative = inhibition, most hits filed as inhibitors; P08659;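 also: potency is read from the fitted curve at half-maximal effect; plate controls were vehicle for no effect and reference inhibitor for full effect; nearly all actives have a fitted effect of over 55% in size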
#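 Purified P. pyralis luciferase (10nM final) with 10uM D-luciferin and 10uM ATP (Km levels) in 50mM Tris acetate pH 7.5, 10mM Mg acetate, 0.01% Tween-20, 0.05% BSA; qHTS 6-point titration, ~60 µM downward; luminescence read.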
# Menin MLL FP TR = inhibitors of human menin-MLL interaction, mutant MLL peptide; Potency, µM (series often up to 61.6 µM), inactives show at the highest dose FP activity change, negative = inhibition, usual class: inhibitors; 270,000 compounds, 0.23% hits; Menin + Texas Red MLL mutant peptide, fluorescence polarization; active = well fitted inhibition curve with a large enough effect in the polarisation, with a control signal flat, not every such curve was filed as active; inconclusive = small, poorly fitted or top-dose-only effect, or effect the other way, or a change in a side signal; inactive = no such curve, though single readings can be large or run the other way; the % refers to the polarisation; also: potency is read from the fitted curve at half-maximal effect; % of control where 0% means no effect; many of its hits are not listed in these tables
# Rab9 prom act = activators of Rab9 promoter | 320,000 compounds, 2.8% hits | Huh7 Rab9 promoter-luciferase reporter, luminescence, 24 h | Potency, µM (highest dose often 9.22 µM), for the others: top-dose activation, negative = inhibition, hits mostly activators; also: potency is read from the fitted curve at half-maximal effect; % of control where 0% means no effect; nearly all actives have a fitted effect of over 60% in size
#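 Luminescence read-out: Huh7 cells stably expressing Rab9-luciferase, treated 24 h with compound at 37 °C, then lysed with luciferase reagent for 10 min at ambient before reading.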
# ELG1 genotoxic = genotoxicity induction in ELG1-luciferase HEK293T cells; 330,000 compounds, 1.3% hits; Potency, µM (series often up to 46 µM), for the others: top-dose activity change, positive = activation, most hits filed as activators; HEK293T ELG1-luciferase reporter, luminescence, 16 h; AID 504466; also: potency is read from the fitted curve at half-maximal effect; % of control where 0% means no effect; nearly all actives have a fitted effect of over 60% in size
#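 HEK293T cells expressing luciferase-tagged ELG1 were treated with compound or DMSO for 16 hr at 37°C. Luciferase activity was then read after 30 min with ONE-Glo at room temperature; rising signal flags genetic stress.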
# RORgamma inh = blocks mouse ROR gamma transcriptional activity; Drosophila S2 Gal4-RORgamma UAS-luciferase reporter, 20 h; Potency, µM (titrated, usually from 53.6 µM), for the others: at the top dose activity change, negative = inhibition, usual class: inhibitors; 310,000 compounds, 5.4% hits; AID 2551; also: potency is read from the fitted curve at half-maximal effect; % is scaled to controls: 0 for no effect and ±100 for the full control effect; nearly all actives have a fitted effect of over 60% in size
# Target sequence (P51450 whole entry, looked up, the tested form may be a part): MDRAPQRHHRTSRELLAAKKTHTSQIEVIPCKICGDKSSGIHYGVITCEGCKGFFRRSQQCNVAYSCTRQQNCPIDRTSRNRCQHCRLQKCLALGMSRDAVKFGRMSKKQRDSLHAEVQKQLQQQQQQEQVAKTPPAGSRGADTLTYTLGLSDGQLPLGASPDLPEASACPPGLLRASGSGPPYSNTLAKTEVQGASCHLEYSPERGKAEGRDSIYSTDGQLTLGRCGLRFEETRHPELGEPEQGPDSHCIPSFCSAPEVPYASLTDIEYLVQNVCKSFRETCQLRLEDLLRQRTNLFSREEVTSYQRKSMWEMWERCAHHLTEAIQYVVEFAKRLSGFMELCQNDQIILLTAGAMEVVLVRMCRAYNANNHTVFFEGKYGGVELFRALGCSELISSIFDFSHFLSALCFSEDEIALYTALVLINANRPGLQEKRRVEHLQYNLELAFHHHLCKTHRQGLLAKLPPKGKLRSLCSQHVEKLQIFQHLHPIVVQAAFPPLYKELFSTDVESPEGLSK
#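 Luminescence from a UAS-regulated Photinus luciferase reporter in stably transfected Drosophila Schneider cells is measured; decreased signal marks ROR gamma inhibition. Fusion expression is induced by 700 uM copper sulfate for 20 hr.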
# p53 reactivation = re-activators of mutant p53. 320,000 compounds, 0.063% hits. H1299 p53-A138V BP100-luciferase reporter, luminescence, 24 h. Potency, µM (titrated, usually from 92.2 µM), without a hit: at the highest dose activity change, positive = activation, hits mostly activators; also: potency is read from the fitted curve at half-maximal effect; % of control where 0% means no effect; nearly all actives have a fitted effect of over 45% in size
#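 p53-null H1299 cells stably carrying temperature-sensitive p53-A138V and a BP100-luciferase reporter were pinned with compounds (4-point, 1:5 series) and held 24 hrs at 37 deg C. Luminescence was read 10 min after detection reagent.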
# PKM2 activator = activators of human pyruvate kinase M2 | purified PKM2, Kinase-Glo ATP luminescence, activation; response scale: 0% is enzyme alone, no compound | 260,000 compounds, 0.34% hits | AID 1631 | Potency, µM (top dose mostly 57.5 µM), for inactives: at the top dose activation, usual class: activators; also: potency is read from the fitted curve at half-maximal effect; % is scaled to controls: 0 for no effect and ±100 for the full control effect; nearly all actives have a fitted effect of over 55% in size
# Target sequence (P14618 whole entry, looked up): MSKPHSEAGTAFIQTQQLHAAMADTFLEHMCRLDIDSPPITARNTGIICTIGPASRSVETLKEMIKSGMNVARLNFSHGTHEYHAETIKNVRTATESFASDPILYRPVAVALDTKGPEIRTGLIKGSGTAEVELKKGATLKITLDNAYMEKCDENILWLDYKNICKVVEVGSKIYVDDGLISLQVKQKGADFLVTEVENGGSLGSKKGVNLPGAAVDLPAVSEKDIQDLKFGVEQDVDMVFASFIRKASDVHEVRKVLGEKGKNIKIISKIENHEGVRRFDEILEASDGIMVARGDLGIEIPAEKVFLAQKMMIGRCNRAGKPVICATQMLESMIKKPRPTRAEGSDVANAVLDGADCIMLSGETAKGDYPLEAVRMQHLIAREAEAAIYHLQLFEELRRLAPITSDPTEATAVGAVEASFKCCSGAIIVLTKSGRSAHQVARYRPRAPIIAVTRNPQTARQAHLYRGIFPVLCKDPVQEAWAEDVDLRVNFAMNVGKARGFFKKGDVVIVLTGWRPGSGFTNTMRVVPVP
#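 Purified hPK-M2 (>95% pure) converted ADP (0.1 mM final) to ATP with 0.5 mM PEP in 50 mM imidazole pH7.2, KCl, MgCl2, Tween 20, BSA; 1 h at room temperature. ATP detected by Kinase-Glo luminescence.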
# Giardia kill = Giardia lamblia killing; Giardia lamblia trophozoite viability; activity change, % at 7.66 µM, hits read low; 340,000 compounds, 0.15% hits; in the data active = activity change below about -80%; inconclusive = between about -30% and that limit;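 also: parasites exposed to compound for two days anaerobically before the ATP read; % is scaled to controls: 0 for no effect and ±100 for the full control effect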
#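 Giardia lamblia trophozoites (100 cells/well) were incubated with compounds for 48 h at 37 deg C under anaerobic conditions. Viability was read as ATP content by one-step luminescence after 15-30 min at room temperature.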
# The depositor's hits bear a star; ? = inconclusive; . = not tested or not shown; [ ] = dose if it differs, or a comment. Unless noted, calls follow the shape of the dose curve; as a rule, active = well fitted curve in the direction sought with a large enough effect; inconclusive = small, poorly fitted or top-dose-only effect, or another doubt; inactive = no such curve, though single readings can be large; an effect the other way counts as inactive or inconclusive. An excerpt (hit frequency here may not be typical).
SMILES,BRCA1 expr up,NPC1 prom act,VP16 counter,FLuc counter,Menin MLL FP TR,Rab9 prom act,ELG1 genotoxic,RORgamma inh,p53 reactivation,PKM2 activator,Giardia kill
CCN(CC)c1nc2n(c(=O)n1)CCN2CC,2%,-4%,0%,-1%,-9%,-3%,2%,4%,-4%,4%,8
Cc1ccc(C(=O)Nc2ccc(S(=O)(=O)N3CCc4ccccc4C3)cc2)o1,-31%,-2%,0%,-2%,18%,-2%,-6%,3%,-4%,5%,6
COc1ccc(NC(=O)CNC(=O)Cc2cccc3ccccc23)c(OC)c1,-30%,1%,.,3%,.,4%,-5%,.,-7%,.,10
CCOC(=O)Cn1nc(C)n(-c2ccc(Br)cc2)c1=O,-1%,-4%,9%[10 µM],-2%,-10%,-5%,-2%,-12%,17%,3%,-16
COc1ccc(C2/C(=C(/O)c3ccc4c(c3)CC(C)O4)C(=O)C(=O)N2Cc2ccncc2)cc1 (stereo not drawn),3%,-2%,-6%,2%,11%,1%,3%,-9%,-2%,.,-25
Cc1ccc(CCNC(=O)C23CN(Cc4ccccc4)CC2C(c2cccc([N+](=O)[O-])c2)=NO3)cc1 (stereo not drawn),-4%,-8%,1%,-15%,-1%,-2%,-8%,?,8%,0%,-26
Cn1c(CN2CCOCC2)nnc1SCc1ccccc1,10%,0%,1%,0%,1%,-3%,1%,7%,2%,-1%,0
CC(C)OCCCNC(=O)NC(=O)c1ccc(Cl)cc1,18%,8%,-2%,-7%,-14%,11%,0%,?,3%,9%,4
CCN(CC(=O)Nc1ccccc1C(F)(F)F)C(=O)C1CSC2(C)CCC(=O)N12 (stereo not drawn),-23%,-3%,.,4%,.,-4%,-5%,.,2%,.,20
Cc1cc(N2CCN(C)CC2)nc2ccc(NC(=S)N3CCN(c4ccc(Cl)cc4)CC3)cc12,-10%,-5%,?,4%,-8%,-8%,-3%,?,2%,-31%,?
Cc1noc(C)c1COc1ccccc1C(=O)NCCOc1ccccc1F,25%,-2%,.,-18%,.,14%,-2%,.,5%,.,4
S=C(Nc1cccnc1)N1CCN(c2ccccc2Cl)CC1,14%,-3%,22%,1%,17%,-2%,-13%,-19%,-4%,-1%,-13
Cc1nn(CC(=O)Nc2ccccn2)c(C)c1[N+](=O)[O-],-19%,3%,-9%,-3%,-25%,12%,1%,-15%,7%,-7%,5
Cc1cccc(NNC(=O)C2CCC2)c1,-5%,-1%,-4%,0%,.,-3%,10%,-2%,-5%,3%,1
CC1CN(C(=O)N2CCCCC2)CCN1C(=O)N1CCCCC1 (stereo not drawn),5%,2%,-4%,1%,-10%,0%,0%,-12%,-1%,4%,-21
CC(C)(C)N/N=C/c1cc(Cl)cc([N+](=O)[O-])c1O,-34%,2%,2%,-2%,-4%,7%,-3%,-10%,-1%,-18%,-3
N/C(=N\OC(=O)Cc1ccccc1[N+](=O)[O-])c1cccnc1,5%,-5%,-6%[10 µM],1%,-10%,-1%,-5%,21%,7%,-8%,8
COC(=O)c1ccc(CNC(=O)c2cc(COc3cncc(Cl)c3)on2)cc1,42%,-6%,-24%,0%,.,-13%,-18%,?,-15%,-5%,13
CCCCn1c(=O)c(CCC(=O)OCC(=O)NC(C)c2ccccc2)nc2ccccc21 (stereo not drawn),-3%,0%,3%,0%,?,-4%,0%,-4%,11%,-2%,2
COc1ccc(CCNC(=O)CSc2nc(N)c3c(C)c(C)oc3n2)cc1OC,2%,0%,-13%,8%,?,-6%,-4%,?,-6%,7%,10
COC(=O)C(CC(=O)c1ccc(Br)cc1)n1nc(C)cc1C (stereo not drawn),2%,-4%,?,-8%,13%,-5%,1%,?,-4%,-3%[11.5 µM],6
CCC(=O)Nc1cccc(C(=O)/C=C/c2ccc(F)cc2)c1,-93%[inhibitor],-4%,?,15µM*,42%[activator],-14%,-20%,?,-10%,12%,0
CCOC(=O)c1sc2nc(CC(=O)OC)nc(N3CCN(c4ccccn4)CC3)c2c1C,-30%,-7%,2%,-2%,-16%,-2%,3%,?,-35%[inhibitor],-11%,-12
O=C(NNC(=O)C1C2CCC(C2)C1C(=O)O)c1ccc(Br)o1 (stereo not drawn),.,-2%,26%,-6%,-24%,-4%,0%,11%,16%,-2%,.
CC1CCCC(C)N1CCCNC(=O)Cn1ncc2c([nH]c3ccccc32)c1=O (stereo not drawn),-14%,-1%,-4%,3%,-10%,-3%,1%,-3%,-2%,-14%[0.46 µM],0
O=C(c1ccccc1)c1nnc(-c2ccncc2)o1,-1%,-3%,-29%,9.5µM*,18%,2%,1%,-27%,10%,-37%,2
O=C(NC1CCCCC1)C1CCN(c2nccs2)CC1,-3%,-2%,2%,0%,-4%,7%,0%,4%,5%,0%,-16
O=C1COc2ccc(C(=O)COC(=O)C3CC(O)CN3S(=O)(=O)c3ccc(Cl)cc3)cc2N1 (stereo not drawn),-5%,-7%,-12%,5%,1%,11%,1%,35%,22%,-2%,-16
O=C(Nc1cccc(C(F)(F)F)c1)c1ccc2nc(N3C(=O)CCC3=O)sc2c1,2%,-1%,0%,?,?,1%,1%,16%,-4%,1%,-10
CC(C)(C)c1ccc(C(=O)NCCC(=O)Nc2cc(Cl)ccc2N2CCOCC2)cc1,-31%,-5%,.,21µM*,.,-5%,-8%,.,4%,.,6
COc1ccc(/C=C/C2=NC(=C\N(C)C)/C(=O)O2)cc1,?,?,2%,21µM*,?,?,?,11%,?,28%,-9
COc1ccc2[nH]c(=O)c(CN(C(=O)c3ccncc3)C(C)(C)C)cc2c1,4%,1%,0%,-2%,-19%,2%,3%,-14%,-10%,1%,32[activator]
Cc1ccc(C2=NN(C(=O)COc3ncnc4ccccc34)C(c3ccco3)C2)cc1 (stereo not drawn),-13%,1%,4%,4%,?,1%,-1%,-9%,-4%,1%,-8
Cc1cc(C)n2nc(-c3sccc3-n3c(C)ccc3C)cc2n1,?,14%,15%,-12%,6%,7%,?,-11%,?,2%,3
Cc1ccc(NC(=O)CN(C)C(=O)COC(=O)CCS(=O)(=O)c2ccc(C)cc2)cc1,0%,-2%,2%,0%,8%,-2%,5%,19%,-3%,-2%,3
O=C(CC1CS(=O)(=O)CC1CC(=O)Nc1ccc2c(c1)OCCO2)Nc1ccc2c(c1)OCCO2 (stereo not drawn),45%,12%,-19%,17µM*,?,7%,?,-26%,17%,-15%,-8
O=C(COc1ccc(Br)cc1Br)NC1CCS(=O)(=O)C1 (stereo not drawn),-6%,-3%,.,-3%,.,2%,17%,.,0%,.,-13

# Eight entries from above, with values under each structure.
# Each structure is followed by: BRCA1 expr up, NPC1 prom act, VP16 counter, FLuc counter, Menin MLL FP TR, Rab9 prom act, ELG1 genotoxic, RORgamma inh, p53 reactivation, PKM2 activator, Giardia kill
CCN(CC)c1nc2n(c(=O)n1)CCN2CC
 : 2%, -4%, 0%, -1%, -9%, -3%, 2%, 4%, -4%, 4%, 8
Cc1ccc(C(=O)Nc2ccc(S(=O)(=O)N3CCc4ccccc4C3)cc2)o1
 : -31%, -2%, 0%, -2%, 18%, -2%, -6%, 3%, -4%, 5%, 6
COc1ccc(NC(=O)CNC(=O)Cc2cccc3ccccc23)c(OC)c1
 : -30%, 1%, ., 3%, ., 4%, -5%, ., -7%, ., 10
CCOC(=O)Cn1nc(C)n(-c2ccc(Br)cc2)c1=O
 : -1%, -4%, 9%[10 µM], -2%, -10%, -5%, -2%, -12%, 17%, 3%, -16
COc1ccc(C2/C(=C(/O)c3ccc4c(c3)CC(C)O4)C(=O)C(=O)N2Cc2ccncc2)cc1 (stereo not drawn)
 : 3%, -2%, -6%, 2%, 11%, 1%, 3%, -9%, -2%, ., -25
Cc1ccc(CCNC(=O)C23CN(Cc4ccccc4)CC2C(c2cccc([N+](=O)[O-])c2)=NO3)cc1 (stereo not drawn)
 : -4%, -8%, 1%, -15%, -1%, -2%, -8%, ?, 8%, 0%, -26
Cn1c(CN2CCOCC2)nnc1SCc1ccccc1
 : 10%, 0%, 1%, 0%, 1%, -3%, 1%, 7%, 2%, -1%, 0
CC(C)OCCCNC(=O)NC(=O)c1ccc(Cl)cc1
 : 18%, 8%, -2%, -7%, -14%, 11%, 0%, ?, 3%, 9%, 4

# High-throughput results deposited in PubChem BioAssay by National Center for Advancing Translational Sciences (NCATS).
